BCR signal inh: blocks chronic active B-cell receptor signaling; ABC-DLBCL IkBa-CBG/CBR reporter, luminescence ratio, 4 h; Potency, µM (highest dose often 46.1 µM), inactives show top-dose ratio change, negative = lower green/red ratio, usual class: inhibitors; 340,000 tested, 0.05% active; AID 493014; active = well fitted inhibition curve with a large enough effect in the signal ratio, with a control signal flat, not every such curve was filed as active; inconclusive = small, poorly fitted or top-dose-only effect, or effect the other way, or a change in a side signal; the % refers to the signal ratio;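 also: potency is read from the fitted curve at half-maximal effect; plate controls were basal doxycycline-induced cells for no effect and cells given 10 µM MG132 for full effect; MG132 reads +100%, hits lower the ratio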
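Cell line TMD8 (human ABC DLBCL), stably expressing tet-inducible CBG68-IkBa fusion and CBR; IMDM/0.5% FBS; cpd up to 46 uM; dox induction, 4 h, 37C/5% CO2; dual luminescence; green/red ratio; MG132 control.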
GALK inhibitor: galactokinase (human) inhibition; P51570; Purified GALK, Kinase-Glo residual ATP luminescence; Potency, µM (doses to about 57.5 µM), without a hit: at the highest dose activity change, negative = inhibition, hits mostly inhibitors; 270,000 tested, 0.007% active; also: potency is read from the fitted curve at half-maximal effect; % is scaled to controls: 0 for no effect and ±100 for the full control effect
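5 nM enzyme, 35 uM ATP, 100 uM galactose, 20 mM HEPES pH8.0, 5 mM MgCl2; 1 h RT; residual ATP by Kinase-Glo Plus luminescence, qHTS format.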
PKM2 activator: increases activity of human pyruvate kinase M2; purified PKM2, Kinase-Glo ATP luminescence, activation; response scale: 0% is enzyme alone, no compound; 260,000 tested, 0.34% active; P14618; AID 1631; Potency, µM (series often up to 57.5 µM), without a hit: top-dose activation, most hits filed as activators; also: potency is read from the fitted curve at half-maximal effect; % is scaled to controls: 0 for no effect and ±100 for the full control effect; nearly all actives have a fitted effect of over 55% in size
Target sequence (P14618 whole entry, looked up): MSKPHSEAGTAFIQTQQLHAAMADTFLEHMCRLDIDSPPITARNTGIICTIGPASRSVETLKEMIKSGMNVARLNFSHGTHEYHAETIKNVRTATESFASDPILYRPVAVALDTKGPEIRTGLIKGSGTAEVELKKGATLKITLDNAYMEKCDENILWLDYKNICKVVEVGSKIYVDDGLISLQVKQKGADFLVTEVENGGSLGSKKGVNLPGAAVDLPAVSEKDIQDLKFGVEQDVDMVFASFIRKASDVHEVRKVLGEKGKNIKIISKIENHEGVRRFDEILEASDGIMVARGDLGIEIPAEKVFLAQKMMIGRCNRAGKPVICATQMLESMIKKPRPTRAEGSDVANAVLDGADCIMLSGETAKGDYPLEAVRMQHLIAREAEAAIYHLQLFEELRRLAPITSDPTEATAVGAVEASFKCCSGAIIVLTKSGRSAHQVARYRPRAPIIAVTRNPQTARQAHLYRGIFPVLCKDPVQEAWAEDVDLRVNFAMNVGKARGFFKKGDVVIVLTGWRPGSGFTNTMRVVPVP
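Purified hPK-M2 (>95% pure) converted ADP (0.1 mM final) to ATP with 0.5 mM PEP in 50 mM imidazole pH7.2, KCl, MgCl2, Tween 20, BSA; 1 h at room temperature. ATP detected by Kinase-Glo luminescence.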
Coupling enz: coupling enzyme interference in Giardia aldolase counter-screen; coupling enzyme system counterscreen, AmpLite Red fluorescence; activity change, negative = inhibition, % at 58.2 µM, hits read low; 290,000 tested, 0.67% active; AID 2472; in the data active = activity change below about -30%; also: % is scaled to controls: 0 for no effect and ±100 for the full control effect
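Counterscreen lacking aldolase: glyceraldehyde-3-phosphate coupling-enzyme reagent preincubated 10 min at RT with compound (at 57.5 uM final), then substrate/coupling system with AmpLite Red added; fluorescence read at 525/598 nm after 20 min RT.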
Menin-MLL TR inh: displaces Texas Red mutant MLL peptide from human menin; Menin + Texas Red MLL mutant peptide, fluorescence polarization; AID 1768; 270,000 tested, 0.23% active; Potency, µM (titrated, usually from 61.6 µM), for inactives: at the top dose FP activity change, negative = inhibition, actives largely listed as inhibitors; active = well fitted inhibition curve with a large enough effect in the polarisation, with a control signal flat, not every such curve was filed as active; inconclusive = small, poorly fitted or top-dose-only effect, or effect the other way, or a change in a side signal; inactive = no such curve, though single readings can be large or run the other way; the % refers to the polarisation; also: potency is read from the fitted curve at half-maximal effect; % of control where 0% means no effect; many of its hits are not listed in these tables
B2AR arrestin: agonists driving beta-arrestin recruitment to human beta2-adrenergic receptor; P07550; beta-arrestin recruitment to beta2AR, cell-based reporter; Potency, µM (titrated, usually from 46.1 µM), for the others: top-dose activation, usual class: activators; 330,000 tested, 0.02% active; AID 492947;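 also: potency is read from the fitted curve at half-maximal effect; 0% = DMSO controls and full agonism = EC100 isoproterenol or metaproterenol; nearly all actives have a fitted effect of over 65% in size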
ASM inhibitor: blocks human secretory acid sphingomyelinase. P17405. placental ASM, HMU-PC fluorogenic substrate, 60 min. Potency, µM (doses to about 57.5 µM), for inactives: top-dose activity change, negative = inhibition, actives largely listed as inhibitors. 340,000 tested, 0.006% active. AID 504937; also: potency is read from the fitted curve at half-maximal effect
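HMU-PC0 cleavage (9 uM final) by human placental ASM, 60 min at 37 °C following 10 min compound exposure at RT; stopped at pH 10, fluorescence Ex 386/Em 447 nm.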
Giardia kill: Giardia lamblia killing. Giardia lamblia trophozoite viability. activity change, % at 7.66 µM, hits read low. 340,000 tested, 0.15% active; in the data active = activity change below about -80%; inconclusive = between about -30% and that limit;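 also: parasites exposed to compound for two days anaerobically before the ATP read; % is scaled to controls: 0 for no effect and ±100 for the full control effect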
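Giardia trophozoites, 100 cells per well, were exposed to compounds for 48 hrs at 37 deg C under anaerobic conditions; viability was then read as ATP content by bioluminescence after 15-30 min at room temperature.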
Tb PFK block: T. brucei PFK enzyme inhibition. T. brucei PFK, ADP-Glo luminescence. 330,000 tested, 0.17% active. Potency, µM (series often up to 57.5 µM), without a hit: at the highest dose activity, negative = inhibition, most hits filed as inhibitors;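 also: potency is read from the fitted curve at half-maximal effect; 0% = uninhibited 1x PFK enzyme wells and -100% = no-enzyme wells; nearly all actives have a fitted effect of over 60% in size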
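Compounds were pin-transferred as a titration series up to 57 uM into substrate buffer (0.5 mM F6P, 0.1 mM ATP, pH 8.0), then 1.25 nM PFK was added and reactions ran 45 min before ADP-Glo detection.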
a7 integrin act: activates integrin-mediated alleviation for muscular dystrophy. alpha7betagal myoblasts, beta-gal FDG fluorescence, 48 h. Potency, µM (series often up to 38.3 µM), without a hit: at the highest dose activation, usual class: activators. 350,000 tested, 0.064% active. AID 624291;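 also: potency is read from the fitted curve at half-maximal effect; 100% = response of the positive control SU9516; nearly all actives have a fitted effect of over 60% in size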
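alpha7betagal+/- myoblasts (passage 13, 250/well) treated 48 h at 37C with compounds at 1:260 dilution of DMSO stock. Lysed, then beta-galactosidase activity read as FDG fluorescence (ex 480/em 540) after 30 min, with pre-read for autofluorescence.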
PTAP TSG101 blk: blocks PTAP/TSG101 interaction to inhibit HIV-1 budding; Fluorescence polarization, FITC-PTAP peptide / Tsg101 binding; AID 493005; 340,000 tested, under 10 active; Q99816; Potency, µM (series often up to 115 µM), inactives show top-dose activity change, negative = inhibition, most hits filed as inhibitors; active = well fitted inhibition curve with a large enough effect in the main read-out, with a control signal flat, not every such curve was filed as active; inconclusive = small, poorly fitted or top-dose-only effect, or effect the other way, or a change in a side signal; inactive = no such curve, though single readings can be large or run the other way; also: potency is read from the fitted curve at half-maximal effect; % of control where 0% means no effect
Target sequence (Q99816 whole entry, looked up): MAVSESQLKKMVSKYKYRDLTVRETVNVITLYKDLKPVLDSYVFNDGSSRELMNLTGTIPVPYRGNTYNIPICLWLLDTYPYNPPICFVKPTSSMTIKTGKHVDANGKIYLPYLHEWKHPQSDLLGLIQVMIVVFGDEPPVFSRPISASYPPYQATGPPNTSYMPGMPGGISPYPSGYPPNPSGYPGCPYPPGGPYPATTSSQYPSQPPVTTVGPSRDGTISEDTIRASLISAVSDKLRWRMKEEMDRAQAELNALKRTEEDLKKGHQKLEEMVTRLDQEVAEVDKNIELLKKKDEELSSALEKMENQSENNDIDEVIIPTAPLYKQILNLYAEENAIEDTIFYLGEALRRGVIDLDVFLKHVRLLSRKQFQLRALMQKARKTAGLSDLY
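Steps: Tsg101 binding domain dispensed (10 uM final), compounds pinned in DMSO, FITC-labeled PTAP-motif peptide added (50 nM final); after 20 min binding at room temperature, polarization measured.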
* = called active by the depositor; u = inconclusive; x = no result given; [ ] = another dose, or the depositor's remark. Unless noted, calls follow the shape of the dose curve; as a rule, active = well fitted curve in the direction sought with a large enough effect; inconclusive = small, poorly fitted or top-dose-only effect, or another doubt; inactive = no such curve, though single readings can be large; an effect the other way counts as inactive or inconclusive. Not all compounds are listed (hit frequency here may not be typical).

Structure	BCR signal inh	GALK inhibitor	PKM2 activator	Coupling enz	Menin-MLL TR inh	B2AR arrestin	ASM inhibitor	Giardia kill	Tb PFK block	a7 integrin act	PTAP TSG101 blk
O=C(/C=C/c1cccc([N+](=O)[O-])c1)NCCSCc1cccc(Cl)c1	-1.3%	1.3%	7.8%	1.9	22.1%	-0.1%	-18.7%	-9.7	-17.3%	18.6%	-2.9%
COCc1ccc(C(=O)NC2CCCN(Cc3ccccc3F)C2)o1 (centres undefined)	3.4%	-4.1%	-8.0%	x	x	0.1%	1.3%	-16.5	0.0%	2.9%	-3.1%
C[Si](C)(C)n1ccnc1	-1.4%	x	1.7%	0.5	2.6%	-0.2%	7.4%	u	0.5%	x	-0.7%
Cc1ccc(-n2c(N)cc(=O)nc2SCC(=O)N2CCN(c3ccccc3)CC2)cc1C	-4.5%	-1.8%	8.4%	x	x	0.1%	0.3%	6.8	-9.7%	-3.3%	-3.5%
CC(=O)Oc1ccc(Oc2ccc(-c3noc(C)n3)cc2)cc1	2.1%	-0.4%	-2.3%	-0.6	20.1%	0.1%	2.4%	-4.8	-2.4%	0.0%	-3.1%
O=C(CNc1ccccc1OC(F)F)N1CCc2ccccc21	u	-2.6%	-2.9%	-0.3	16.4%	-1.2%	3.2%	-6.4	-1.1%	-5.9%	-0.8%
CC(=O)c1cccc(NC(=O)C(C)OC(=O)CCCN=C2NS(=O)(=O)c3ccccc32)c1 (centres undefined)	-14.6%	x	x	x	x	-0.2%	x	4.7	-2.8%	19.8%	-0.2%
O=C(COc1ccccc1)NCC(=O)N/N=C/c1cccs1	u	-1.6%	0.1%	-1.6	-28.0%	-0.4%	1.3%	25.7	1.8%	22.5%	-1.6%
O=C(CSc1nc(O)c(Cc2ccccc2)c(=O)n1-c1ccccc1)N1CCOCC1	-22.8%	-3.5%	-13.8%	2.3	3.8%	-0.1%	1.8%	10.9	-2.1%	8.5%	-3.2%
COc1ccc(Cc2nnc(NC(=O)CSc3ccc(C)cc3)s2)cc1OC	13.3%	-0.3%	-8.3%	10.2	-12.3%	0.0%	-9.2%	12.8	-9.4%	-8.3%	-0.3%
COC(=O)CNC(=O)COC(=O)/C=C/c1cccs1	4.1%	2.0%	-14.6%	2.2	x	-0.4%	-0.1%	-23.7	-8.4%	-2.2%	-2.7%
CN[C@H]1CCc2cc(OC)c(OC)c(OC)c2-c2ccc(N(C)CC(OC)OC)c(=O)cc21	u	-2.0%	x	-4.1	u	0.3%	-9.5%	7.9	-2.6%	-59.3%[inhibitor]	-5.5%
O=C(OCc1nc2ccc(Cl)cc2n1CCO)c1ccc(O)cc1	-0.6%	-0.6%	-0.6%	-2.6	4.5%	-0.6%	-4.9%	-28.1	-0.7%	-17.9%	-1.3%
CCOC(=O)c1cc(-c2ccc(/C=C3/C(=O)N(c4ccc(C(=O)O)cc4)N=C3C)o2)ccc1Cl	u	u	x	0.5	u	4.9%	-1.3%	-17.0	u	-72.0%[inhibitor]	-1.6%
Cc1ccc(CNC(=O)c2ccc(F)c(S(=O)(=O)N3CCOCC3)c2)cc1	1.6%	x	x	x	x	-0.3%	2.9%	-9.9	-1.2%	5.1%	2.4%
Cc1ccsc1C(=O)NCCc1ccco1	-10.0%	x	x	x	x	-0.1%	1.8%	-8.4	u	0.3%	-4.0%
CC(C)(C)/C(O)=C/c1nc2ccccc2oc1=O	-0.8%	0.6%	-12.1%	1.6	0.5%	0.0%	1.6%	21.6	-6.4%	-20.8%	0.3%
O=C(/C=C/Nc1ccc(S(=O)(=O)Nc2cnc3ccccc3n2)cc1)c1cccnc1	u	x	-0.2%	7.6	x	-0.6%	71.5%[activator]	57.5[activator]	0.4%	22.1%	-8.2%
COc1ccc(NC(=S)N2CCC(C(=O)c3ccc(OC)cc3)CC2)cc1	-11.2%	5.6%	-7.2%[11.5 µM]	1.0	u	0.1%	1.7%	-9.9	-0.1%	-32.4%	-1.1%
CC(C)C[C@@H](CO)N1CCN(CCc2ccccc2)CCC1=O	-7.5%	x	-3.5%	2.3	15.1%	0.3%	3.8%	-13.2	1.2%	-7.3%	1.1%
CCNC(=O)N1CCOCC1	-5.2%	-2.9%	3.6%	1.5	1.2%	-0.4%	5.8%	-1.7	0.1%	27.9%	-1.0%
COc1cc(C=C(c2nc3ccccc3s2)c2nc3ccccc3s2)ccc1O	u	-0.5%	-1.4%	0.3	14.6%	6.4%	-26.5%	3.6	0.7%	0.0%	-3.0%
CCOc1ccc(NC(=O)N(C2CCCCC2)C(C)c2ccncc2)cc1 (centres undefined)	-7.0%	2.4%	-4.1%	0.6	-12.6%	-3.4%	-1.3%	1.6	-7.9%	6.1%	u
COc1ccc(N2CCN(CC(=O)Nc3ccc(-n4cnnn4)cc3)CC2)cc1	-7.0%	1.1%	-0.6%	3.6	-18.6%	-0.4%	2.7%	-10.1	-3.9%	0.0%	-5.3%
O=[N+]([O-])c1ccc(CN2CCN(c3ccccc3)CC2)o1	5.1%	-0.8%	-7.4%	-1.9	3.9%	-0.5%	1.7%	-92.1*	-5.4%	32.1%	-2.4%
CCOC(=O)c1sc(=NC(=O)CCSc2ccccc2)n(C)c1C	u	-0.4%	-0.9%	8.3	-3.5%	-0.2%	2.5%	7.5	0.1%	1.2%	1.0%
COCc1cc(Sc2ccc(Cl)cc2)nc(C)n1	u	6.2%	-0.3%	3.5	-17.5%	0.1%	-1.6%	-10.1	1.2%	-14.0%	-4.4%
O=C1CCC(=O)N(O)CCCCCNC(=O)CCC(=O)N(O)CCCCCNC(=O)CCC(=O)N(O)CCCCCN1	u	1.8%	-5.9%	-4.7	x	-0.1%	-1.6%	8.6	-1.6%	-5.1%	-1.3%
CCC(C)Sc1cc(-c2nc3ccccn3c2NC2CCCCC2)ccc1OC (centres undefined)	-1.4%	x	x	x	x	-0.3%	390.0%[activator]	-7.2	u	-50.0%[inhibitor]	-0.5%
Cc1ccc(/C(N)=N/OC(=O)c2ccc(F)cc2)cc1	1.3%	-0.1%	8.1%	-0.1	15.2%	0.1%	-2.7%	2.1	3.6%	5.0%	-6.1%
Cc1c(/C(Cc2ccccc2)=N/O)c2ccccc2n1C	u	-0.6%	8.4%	-8.5	1.9%	-1.3%	-1.5%	37.9[activator]	-4.1%	-28.2%	-4.4%
CC(=O)N1CCc2cc(S(=O)(=O)NC(C)c3ccccc3)ccc21 (centres undefined)	-3.1%	-7.1%	-4.5%	0.4	-15.5%	-0.2%	-1.9%	-14.7	8.5%	-32.2%	-9.7%
Cc1c(/C=N/n2cnnc2)c2ccccc2n1CCOc1ccc(Cl)cc1	-11.1%	-4.3%	1.1%	-2.0	16.6%	-0.4%	35.5µM*	-1.2	3.5%	-50.4%[inhibitor]	-1.6%
Cc1ccc(CNC(=O)C2CCCN(c3nc4ccccc4o3)C2)cc1 (centres undefined)	1.2%	x	2.5%	1.1	-5.8%	-0.4%	3.4%	7.0	0.3%	11.1%	-1.7%
O=C(CCCOc1ccc(Cl)cc1Cl)Nc1cccnc1	2.5%	0.2%	13.7%	0.3	u	-2.0%	0.8%	4.0	-19.5%	16.0%	-1.9%
CCOc1ccc(Br)cc1C(=O)N/N=C/c1ccccn1	u	5.9%	x	2.1	-0.7%	0.6%	9.4%	9.0	0.0%	-17.1%	-4.7%
CC(C)N(C)Cc1cn(C)nc1-c1ccc(Oc2ccccc2)cc1	u	1.1%	5.1%	-3.6	-7.2%	-0.6%	0.6%	-1.9	-3.6%	0.0%	-2.6%
COc1ccccc1NC(=O)C(=O)N/N=C(\C)CC(=O)Nc1ccccn1	u	5.7%	1.0%	0.5	-11.8%	0.0%	9.9%	1.8	1.8%	-10.8%	-0.6%
Cc1ccc(-c2nc(S(=O)(=O)c3ccc(C)cc3)c(N3CCOCC3)o2)cc1	u	-4.8%	x	3.5	x	-0.3%	4.2%	4.5	19.4%	-28.5%	-6.5%
COc1ccc2nc(-n3c(C)ccc3C)sc2c1	u	-1.0%	-20.4%	-0.2	11.5%	0.0%	-2.9%	-3.6	-20.3%	1.0%	-5.3%

Screening data: PubChem, National Center for Advancing Translational Sciences (NCATS)
